# Screening results from PubChem.
# Pf growth 48h – inhibits P. falciparum growth in the first generation, 48 h. P. falciparum luciferase growth in erythrocytes, 48 h. 310,000 compounds, 5.9% hits. Potency, µM (top dose mostly 28.7 µM), without a hit: at the top dose activity change, negative = inhibition, usual class: inhibitors; note: potency is the fitted concentration of half-maximal effect; % is set by controls: 0 for no effect and ±100 for the full control effect
#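 Growth was read as firefly luciferase luminescence after a 48 h, 37 C, 5% CO2 exposure of compounds to reporter-bearing P. falciparum cultures (0.1% parasitemia, 2% hematocrit final) in Albumax-supplemented RPMI 1640.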
# Pf growth 96h – P. falciparum growth inhibition at 96 hours | P. falciparum luciferase reporter growth, 96 h | Potency, µM (highest dose often 28.7 µM), inactives show at the top dose activity change, negative = inhibition, usual class: inhibitors | 320,000 compounds, 6.9% hits; note: potency is the fitted concentration of half-maximal effect; % is set by controls: 0 for no effect and ±100 for the full control effect
#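 Plates of compound plus infected erythrocytes (2% hematocrit, 0.05% parasitemia final) incubate 96 hours, 37 C, 5% CO2. Detection reagent added; reduced luminescence from the parasites' luciferase reporter flags inhibition.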
# Shiga inhibitor – inhibitors of Shiga toxin in Vero cells | 290,000 compounds, 9.2% hits | Vero cells, Shiga toxin protein synthesis inhibition reporter | inhibition, % at 38.7 µM; in the data active = inhibition mostly above about 28%, no sharp cut-off; inactive = mostly below about 43%; note: 0% is about no effect
# HCV inh – HCV inhibition | Huh7.5.1 HCVcc-Cre infection, luciferase reporter, 44 h | Potency, µM (doses to about 41.8 µM), inactives show at the top dose activity change, negative = inhibition, most hits filed as inhibitors | 340,000 compounds, 3.4% hits; note: potency is the fitted concentration of half-maximal effect; % is set by controls: 0 for no effect and ±100 for the full control effect
#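 1,000 cells/well; 4 h culture; + compound; + HCVcc-Cre (~0.5 moi); 44 h; luciferase substrate, RT 15 min; read 15 sec.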
# CHX counter – affects cycloheximide protein synthesis inhibition readout, counter-screen. cell reporter, cycloheximide protein synthesis inhibition counterscreen. max response, %. 300,000 compounds, 12% hits. AID 2314; in the data active = max response mostly above about 13%, no sharp cut-off; inactive = mostly below about 14%; note: read at 38.3 µM for the half of the compounds with a filed dose; 0% is about no effect
# Giardia FBPA inh – inhibitors of Giardia lamblia fructose-1,6-bisphosphate aldolase | purified Giardia FBPA | A8B2U2 | 290,000 compounds, 0.71% hits | AID 2451 | Potency, µM (titrated, usually from 59.6 µM), inactives show top-dose activity, negative = inhibition, most hits filed as inhibitors; note: potency is the fitted concentration of half-maximal effect; % is set by controls: 0 for no effect and ±100 for the full control effect; nearly all actives have a fitted effect of over 55% in size
# Target sequence (A8B2U2 whole entry, looked up): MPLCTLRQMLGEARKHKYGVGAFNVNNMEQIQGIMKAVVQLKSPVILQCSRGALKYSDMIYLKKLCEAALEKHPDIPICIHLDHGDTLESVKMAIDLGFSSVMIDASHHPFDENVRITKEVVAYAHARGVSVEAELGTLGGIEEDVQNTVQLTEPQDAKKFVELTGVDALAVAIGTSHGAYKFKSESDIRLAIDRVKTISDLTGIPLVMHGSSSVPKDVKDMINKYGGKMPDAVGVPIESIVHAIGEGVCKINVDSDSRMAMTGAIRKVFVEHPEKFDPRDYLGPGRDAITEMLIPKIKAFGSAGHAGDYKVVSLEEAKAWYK
#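 Giardia FBPA (40 nM reagent) was preincubated 10 min at RT with compound (up to 57.5 uM final), then substrate plus GAPDH/TPI/NAD/arsenate coupling system with diaphorase/resazurin was added; resorufin fluorescence (525/598 nm) was read after 20 min.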
# Starred values were filed as active, the others as inactive; i = inactive; ? = inconclusive; nt = not tested or not shown; + = active, no number; [ ] = another dose, or the depositor's remark. Unless noted, calls come from the whole dose curve; as a rule, active = well fitted curve in the direction sought with a large enough effect; inconclusive = small, poorly fitted or top-dose-only effect, or another doubt; inactive = no such curve, though single readings can be large; an effect the other way counts as inactive or inconclusive.
Compound,Pf growth 48h,Pf growth 96h,Shiga inhibitor,HCV inh,CHX counter,Giardia FBPA inh
COC(=O)c1cc(NS(=O)(=O)c2ccc(N3CCOCC3)c([N+](=O)[O-])c2)cc(C(=O)OC)c1,28%,?,-5,14%,4,7%
COc1ccc(NC(=O)CSc2nc(-c3ccc(C)cc3)cc(C(F)(F)F)c2C#N)cc1,11%,120%[activator],-21,5%,1,4%
Cc1ccc(NC(=O)N(Cc2nc3ccccc3c(=O)[nH]2)Cc2cccs2)cc1,?,-13%,7,16%,11,-6%
Cc1ccc(CN2CCN(C(=O)C3CCC3)CC2)cc1,?,?,15,-4%,-2,0%
Cc1ccc(CNC(=O)C2CCN(S(=O)(=O)c3ccc4nc5c(c(C(=O)O)c4c3)CC(C)CC5)CC2)cc1 (configuration not stated),24%,-15%,20,13%,-3,?
CCOC(=O)Cc1c(C)nc2c(-c3ccccc3)c(C)nn2c1C,?,-22%,21,?,10,4%
CCOCCCNC(=O)CCCC1=NS(=O)(=O)c2ccccc2N1,15%,-8%,-3,13%,-3,5%
CCCCCC(=O)Nc1cc(S(=O)(=O)N2CCOCC2)ccc1N1CCN(C)CC1,-17%,-14%,29,9%,-1,nt
CC(=O)Nc1ccc(NC(=O)c2cc(-c3cc(C)cc(C)c3O)n[nH]2)cc1,12µM*,?,32,8.9µM*,23*,2%
O=C(/C=C/c1ccc(F)cc1)c1ccccc1Br,0%,?,35,?,20*,3%
CCc1ccc(OCC(=O)NC2CC(C)(C)NC(C)(C)C2)cc1,?,6.6µM*,-1,7%,-2,9%
Cc1ccc(NC(=S)NNS(=O)(=O)c2ccc3ccccc3c2)cc1Cl,23%,-25%,-7,6%,-1,?
O=C(OCCOc1cccc(Cl)c1)c1ccc2ncsc2c1,33%[activator],39%[activator],34,-20%,17*,-2%
COc1ccc(N2CC(O)=C(c3nc(-c4ccc(F)cc4)cs3)C2=N)cc1OC,189%[activator],-11%,20,?,-2,-4%
CCc1nc(OCc2ccccc2)c2sc3nc4c(cc3c2n1)COC(C)(C)C4,nt,-17%,24,nt,-3,-3%
CC(C)(C)C(=O)Cn1nnc(-c2ccc(C(F)(F)F)cc2)n1,18%,10%,2,-3%,7,-1%
CCn1ncc(C2=NOC(C(=O)Nc3c(C)nn(Cc4ccc(F)cc4)c3C)C2)c1C (configuration not stated),nt,1%,-12,?,-4,3%
CCOC(=O)C1CCCN(C(=O)c2ccc(OC)c([N+](=O)[O-])c2)C1 (configuration not stated),1%,?,1,11%,1,4%
O=C(OC1CCOC1=O)c1cc(-c2cccs2)nc2ccccc12 (configuration not stated),-3%,32%[activator],-11,-1%,2,-1%
COCCNC(=O)Cn1c(=O)oc2cc(S(=O)(=O)N3CC(C)CC(C)C3)ccc21 (configuration not stated),-3%,?,-10,-7%,-6,nt
CCn1c(=O)c2c(nc(SCC(=O)Nc3ccccc3)n2C)n(C)c1=O,-3%,-16%,-3,2%,-5,0%
O=C(O)C1CC=CCC1C(=O)Nc1cccc(Cl)c1 (configuration not stated),14%,17%,4,11%,8,12%
COc1cccc(-c2ccc(NC(=O)C3CCCN(Cc4cnc(C)n4C)C3)cc2)c1 (configuration not stated),?,-8%,-4,?,3,3%
COc1ccc(-c2nn(-c3ccccc3)cc2C(=O)NC(=S)N2CCOCC2)cc1OC,95%[activator],-11%,nt,-2%,nt,nt

# In the list so far, these have a COOH group.
Compound,Pf growth 48h,Pf growth 96h,Shiga inhibitor,HCV inh,CHX counter,Giardia FBPA inh
Cc1ccc(CNC(=O)C2CCN(S(=O)(=O)c3ccc4nc5c(c(C(=O)O)c4c3)CC(C)CC5)CC2)cc1 (configuration not stated),24%,-15%,20,13%,-3,?
O=C(O)C1CC=CCC1C(=O)Nc1cccc(Cl)c1 (configuration not stated),14%,17%,4,11%,8,12%

# The listing picks up, starting 2 compounds before the break.
Compound,Pf growth 48h,Pf growth 96h,Shiga inhibitor,HCV inh,CHX counter,Giardia FBPA inh
COc1cccc(-c2ccc(NC(=O)C3CCCN(Cc4cnc(C)n4C)C3)cc2)c1 (configuration not stated),?,-8%,-4,?,3,3%
COc1ccc(-c2nn(-c3ccccc3)cc2C(=O)NC(=S)N2CCOCC2)cc1OC,95%[activator],-11%,nt,-2%,nt,nt
Cc1ccc(CNC(=O)C2CCCN2C(=O)Nc2ccc(F)cc2)cc1 (configuration not stated),38%[activator],-54%,-10,-12%,-2,9%
O=[N+]([O-])c1ccc(Sc2nnnn2-c2ccccc2)c(Cl)c1,nt,?,-6,-27%,7,-13%
Cc1[nH]ncc1-c1ccccc1Cl,-8%,27%,-3,?,-2,-9%
COc1ccc(CCCC(=O)NCC(=O)N/N=C/c2cc(Cl)ccc2OC)cc1,-3%,1%,6,?,-2,-20%
O=C(CSc1nnc(NC(=O)c2ccccc2Cl)s1)NC1CC1,95%[activator],?,61*,11%,39*,-24%
NC(=O)CSc1nc2cc(Cl)ccc2c(=O)n1C1CCCCC1,-5%,?,14,11µM*,-2,11%
CCN(CC)S(=O)(=O)c1cccc(C(=O)N[C@H](C(=O)NNC(=O)c2ccccc2)C(C)C)c1,?,?,-6,-4%,8,6%
Cc1sc2nc(SCc3nc(-c4cccs4)no3)n(-c3ccccc3)c(=O)c2c1C,?,?,-11,-22%,-2,-4%
O=S(=O)(Cc1ccccc1)C1CCCCC1O (configuration not stated),-7%,26%,3,-4%,2,3%
Cc1ccc(N=C2SCCCN2C(=O)c2ccco2)cc1Cl,5%,?,49,12%,15,1%
CCCCc1c(O)nc2sccn2c1=O,7%,15%,-11,12%,-1,-20%
COc1ccc(NC(=S)N2CCOCC2)c(OC)c1,4%,?,9,13%,-3,-8%
Cc1ccc(C(=O)n2nnc3ccccc32)cc1[N+](=O)[O-],31%[activator],26%,11,-4%,3,4%
CCCNC(=O)c1ccc(-c2nn(C)c(=O)c3ccccc23)cc1,?,-2%,nt,-12%,2,-3%
Cc1ccc(NC(=O)C2COc3ccccc3O2)cc1 (configuration not stated),79%[activator],?,105*,1%,35*,5%
CC(=O)c1cccc(NC(=S)NC(=O)c2cccc(Cl)c2)c1,151%[activator],-2%,+,-24%,30*,?
OC(CNCc1ccc(F)cc1)(c1ccccc1)c1ccc(F)cc1 (configuration not stated),2.6µM*,1.7µM*,-9,-10%,1,1%
O=C(CN1CCCCCCC1)Nc1ccc(Cl)cc1Cl,-5%,20%,-1,-8%,10,8%
COc1cc2c(cc1OC)C1O[C@](CCCCN3C(=O)c4ccccc4C3=O)(C2)OC2=C1C(=O)CCC2,1.5µM*,1.5µM*,i,nt,-1,-21%[12.9 µM]
CN1/C(=C/c2cccc[n+]2C)Sc2ccccc21,1.2µM*,3%,23,?,7,8%
Cn1cc(Cl)c(-c2n[nH]c(=S)n2C2CCCCC2)n1,11%,-17%,-3,7%,-3,-5%
COc1ccc(-c2nc3ccccc3nc2-c2ccccc2)cc1OC,?,?,-4,?,-1,-10%
CCOc1ccc(N2C(=O)NC(=O)/C(=C\c3ccc(N4CCOCC4)cc3C)C2=O)cc1,30%,-24%,6,23%,5,-5%
NCC[C@H](NC(=O)[C@@H](N)CCCN=C(N)N[N+](=O)[O-])C(N)=O,nt,nt,-2,nt,11,-3%
COC(=O)c1c(NC(=O)COc2ccc(Cl)cc2Cl)sc2c1CC(C)(C)NC2(C)C,8.3µM*,6.6µM*,-5,-10%,1,0%
COc1cc(C(=O)OCC(=O)Nc2cc(S(=O)(=O)N3CCOCC3)ccc2C)ccc1OCC(C)C,?,-5%,nt,?,nt,nt
O=C(NCc1ccc2c(c1)OCO2)Nc1ccc2ccccc2c1,7%,19%,9,21%,11,3%
COc1ccccc1NC(=O)C1CC(=O)N(c2ccc(F)cc2)C1 (configuration not stated),10%,-19%,13,?,-1,0%
CCN1CCCC1CN(Cc1cc2cc(C)ccc2[nH]c1=O)C(=O)Nc1ccccc1OC (configuration not stated),?,?,-17,?,2,33%
COc1ccccc1CN(C)C(=O)c1sccc1-c1ccccc1,-13%,?,19,-6%,10,nt
CCCc1cc(=O)[nH]c(SCC(=O)N(Cc2ccccc2)C(C)C)n1,-15%,0%,-8,-10%,11,-23%
COc1cc(NC(c2ccccc2)c2ccccc2)cc(OC)c1OC,-24%,7%,8,14%,0,-8%
CCC(C)CCN1C(Nc2ccccc2)=NC[C@@H]1C (some centres not stated),4%,3%,-10,?,1,4%
Cc1cccc(OCC(O)CN2CC3(C)CC2CC(C)(C)C3)c1 (configuration not stated),-21%,?,-1,0%,-6,-22%
CC(NC(=O)C(C)(C)C)c1nc2ccccc2n1C (configuration not stated),11%,?,-8,5%,-3,-1%
N#C/C(=C\c1ccc(N2CCOCC2)cc1)c1ccccc1,294%[activator],368%[activator],19*,-28%,51*,-24%
CCCCN(C(=O)c1cc2c(s1)CCCC2)c1c(N)n(CCC)c(=O)[nH]c1=O,-5%,6%,nt,17%,nt,nt

# An excerpt from above with just Pf growth 96h and Pf growth 48h.
molecule,Pf growth 96h,Pf growth 48h
CC(NC(=O)C(C)(C)C)c1nc2ccccc2n1C (configuration not stated),?,11%
N#C/C(=C\c1ccc(N2CCOCC2)cc1)c1ccccc1,368%[activator],294%[activator]
CCCCN(C(=O)c1cc2c(s1)CCCC2)c1c(N)n(CCC)c(=O)[nH]c1=O,6%,-5%
